Screens deposited in PubChem by several laboratories.
DAX1 inh-1 – DAX1 (NR0B1) inhibitors on StAR promoter, primary screen, cell-based, luminescence, SF-1 (NR5A1), full-length DAX-1 | hit rate 1.1% among 370,000 | AID 652010, 2013 | inhibition, % at 6.8 µM | HEK293T StAR-luciferase reporter, SF-1/DAX-1 repression relief;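 active = inhibition above the mean over all tested compounds plus 3 SD, cut at about 3.6% in these data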;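 also: 0% = DAX-1 cells with DMSO and 100% = cells lacking DAX-1 with DMSO; higher inhibition means more luminescence from relief of DAX-1 repression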
hgDAF-12 ag – H. glycines DAF-12 receptor agonists, primary screen, cell-based, luminescence, HEK293, GAL4 fusion, UAS-luciferase; Nuclear hormone receptor DAF-12 (Heterodera glycines), GAL4 fusion; activation, % at 6.8 µM; hit rate 1.8% among 370,000; HEK293 GAL4-hgDAF12 UAS-luciferase reporter, agonist luminescence; normalized to butyrate control;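 active = activation above a cutoff set at the mean of all screened compounds plus 3 SD, cut at about 10% in these data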;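 also: 0% = DMSO wells and 100% = sodium butyrate wells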
GC-B act – human GC-B receptor activators, primary screen, HEK293 GC-B cells, cGMP TR-FRET, EC30 CNP. AID 1920062, 2024. activation, % at 10 µM. 0% at EC30 CNP, 100% saturating CNP. hit rate 0.11% among 370,000;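 active = activation at 10 µM reaching about 35% in either raw or pattern-adjusted values, limit read from the data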
FXN GAA850 act – FXN promoter activators, primary screen, cell-based, luciferase luminescence, HEK293 lucGAA850. HEK293 lucGAA850 FXN promoter luciferase reporter, 24 h; percent of 10 µM SAHA response. activation, % at 6 µM. hit rate 0.56% among 360,000. AID 540364, 2011;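 active = activation above the average of all compounds screened plus 3 SD, cutoff fixed separately per campaign, cut at about 7.5% in these data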;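 also: 0% = DMSO wells and 100% = 10 µM SAHA wells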
HGIII-sPLA2 inh – human group III sPLA2 inhibitors, primary screen, biochemical, QFRET, BODIPY PC-A2 liposome substrate; Group 3 secretory phospholipase A2 (Homo sapiens), Q9NZ20; QFRET BODIPY PC-A2 liposome hydrolysis, fluorescence; inhibition, % at 12.2 µM; hit rate 0.56% among 370,000;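 active = inhibition above mean plus 3 SD of compounds lying within the high and low control bounds, cut at about 19% in these data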;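 also: 0% = median of test compound wells and 100% = no enzyme DMSO wells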
hcDAF-12 act – H. contortus DAF-12 nuclear receptor activators, primary screen, cell-based, luminescence, HEK293, lit1-tk-luc reporter; activation, % at 6.8 µM; HEK293 hcDAF-12 lit1-tk-luc reporter; 0% DMSO, 100% Δ7-dafachronic acid; AID 652067, 2013; hit rate 1.4% among 370,000;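 active = activation above the mean of all tested compounds plus 3 SD, cut at about 5.5% in these data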;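 also: 100% = response to 3 µM Δ7-dafachronic acid high control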
KLK7 zymogen act – proKLK7 zymogen activators, primary screen, biochemical, fluorescence intensity; Kallikrein-7 (Homo sapiens), P49862; purified proKLK7, EDANS-DABCYL substrate fluorescence; 100% is mature enzyme control, 0% vehicle; activation, % at 7 µM; hit rate 0.9% among 370,000; AID 652039, 2013;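 active = activation above the mean of all tested compounds plus 3 SD, computed per campaign excluding outliers beyond control limits, cut at about 13% in these data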
DAX1 inh-2 – DAX1 (NR0B1) inhibitors, primary screen, cell-based, HEK293, Gal4-DAX1, luciferase luminescence; hit rate 0.99% among 340,000; HEK293 Gal4-DAX1 luciferase reporter; inhibition, % at 6.75 µM; AID 504766, 2011;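 active = inhibition above the mean over all tested compounds plus 3 SD, cut at about 4.2% in these data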;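 also: 0% = DAX1-transfected cells with DMSO and 100% = empty-vector control cells with DMSO; inhibition shows as a rise in luminescence from relieved DAX1 repression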
ssDAF12 agonist – S. stercoralis DAF-12 nuclear receptor activators, primary screen, cell-based, luminescence, HEK293, GRIP1 co-expression, lit1-tk-luc | HEK293 ssDAF-12/GRIP1 lit1-tk-luc reporter; % of 3 µM dafachronic acid response | activation, % at 6.8 µM | hit rate 1% among 370,000;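 active = activation above the mean over all tested compounds plus 3 SD, cut at about 0.9% in these data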;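 also: 0% = DMSO-only wells and 100% = 3 µM delta7-dafachronic acid wells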
GC-A act – GC-A stimulated cGMP production enhancers – HEK293 GC-A cells, cGMP TR-FRET, EC30 ANP, primary screen; Atrial natriuretic peptide receptor 1 (Homo sapiens), P16066; activation, % at 10 µM; 0% at EC30 ANP, 100% saturating ANP; AID 1671463, 2021; hit rate 0.14% among 370,000; in the data active = activation above about 40%
Target sequence (P16066 whole entry, looked up): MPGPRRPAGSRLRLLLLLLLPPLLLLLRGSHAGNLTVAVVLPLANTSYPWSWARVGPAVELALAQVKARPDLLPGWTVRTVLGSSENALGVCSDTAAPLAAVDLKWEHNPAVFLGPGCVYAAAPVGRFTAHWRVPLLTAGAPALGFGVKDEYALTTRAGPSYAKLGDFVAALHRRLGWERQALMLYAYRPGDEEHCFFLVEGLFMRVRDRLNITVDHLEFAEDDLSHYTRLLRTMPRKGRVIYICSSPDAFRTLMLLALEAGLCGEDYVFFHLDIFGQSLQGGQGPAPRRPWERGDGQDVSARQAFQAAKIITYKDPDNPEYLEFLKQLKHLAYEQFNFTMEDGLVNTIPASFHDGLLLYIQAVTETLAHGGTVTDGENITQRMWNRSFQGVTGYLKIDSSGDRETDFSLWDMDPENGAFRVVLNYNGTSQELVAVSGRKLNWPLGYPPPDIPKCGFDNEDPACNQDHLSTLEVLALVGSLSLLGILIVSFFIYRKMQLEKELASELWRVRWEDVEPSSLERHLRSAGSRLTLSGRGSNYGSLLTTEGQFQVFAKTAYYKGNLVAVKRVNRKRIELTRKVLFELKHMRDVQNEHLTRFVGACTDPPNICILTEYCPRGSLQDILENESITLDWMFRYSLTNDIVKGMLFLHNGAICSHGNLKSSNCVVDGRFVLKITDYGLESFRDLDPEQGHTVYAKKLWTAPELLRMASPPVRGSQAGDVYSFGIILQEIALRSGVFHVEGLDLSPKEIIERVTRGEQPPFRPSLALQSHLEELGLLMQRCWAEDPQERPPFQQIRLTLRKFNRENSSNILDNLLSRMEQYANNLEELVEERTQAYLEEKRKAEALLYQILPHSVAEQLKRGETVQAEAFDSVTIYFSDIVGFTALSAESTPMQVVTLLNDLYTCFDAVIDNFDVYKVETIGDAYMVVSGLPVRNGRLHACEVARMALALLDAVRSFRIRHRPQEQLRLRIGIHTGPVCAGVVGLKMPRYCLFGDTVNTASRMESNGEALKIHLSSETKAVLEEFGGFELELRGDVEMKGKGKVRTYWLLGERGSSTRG
SMARCA2 activ – SMARCA2 (BRM) function activators, primary screen, cell-based, luminescence, high throughput. MG213 cells, MMTV-luciferase reporter, dexamethasone, overnight. activation, % at 9.1 µM. hit rate 1% among 370,000; in the data active = activation above about 7.8%;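 also: 0% = vehicle wells and 100% = reference activator wells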
Active calls of the source: *; / = not tested or not shown.

smiles	DAX1 inh-1	hgDAF-12 ag	GC-B act	FXN GAA850 act	HGIII-sPLA2 inh	hcDAF-12 act	KLK7 zymogen act	DAX1 inh-2	ssDAF12 agonist	GC-A act	SMARCA2 activ
CC1Cc2nc(SCC(=O)NC3CCCCC3)n(C)c(=O)c2S1 (stereo unspecified)	0.6	0.5	-4	0.8	-1	0.1	0.5	0.5	-0.6	-4	0
CCCCNC(=O)c1onc(CSc2ccccc2)c1C(=O)O	0.1	0.6	3	-1.1	2	-1.7	-0.4	1.4	-0.8	-1	0
CCOc1cc(C(=O)OCC(=O)Nc2ncc(Cl)c(C)c2Cl)ccc1OCC(=O)N1CCOCC1	-0.4	1.8	0	2.2	1	1.6	0.6	0.8	-0.6	-5	-1
Cc1ccc(N2C(=O)CC(Nc3ccccc3)C2=O)cc1 (stereo unspecified)	0.9	-1.0	5	0.4	-2	-2.3	0.7	1.0	-1.5	1	-2
Cc1ccc(/C=N/N2CCOCC2)s1	1.5	-0.4	-6	4.2	1	1.7	-0.1	5.6*	-0.9	1	1
CSc1nc(-c2ccccc2)c(C#N)c(=O)[nH]1	0.3	-0.5	7	-1.0	2	-1.1	-1.0	1.0	-1.2	8	1
Cc1ccc(S(=O)(=O)c2c(C)cc(C)nc2N2CCCCC2)cc1	0.1	-3.4	-6	-1.4	-3	-3.0	-0.1	0.8	-1.6	-4	-2
COc1ccc(NC(=O)C2CC(c3ccccc3O)=NO2)cc1OC (stereo unspecified)	-0.5	1.1	2	-0.2	-8	-1.6	-0.7	-1.5	-1.3	1	0
CC1CN(C(=O)COC(=O)Cc2ccc(Cl)cc2)CC(C)O1 (stereo unspecified)	-0.1	-0.2	0	-0.2	-6	0.9	0.5	0.7	-1.4	0	-2
Cc1nn2c(CN(C(=O)CN3CCOCC3)c3ccccc3)nnc2c2ccccc12	-0.4	-1.0	0	-1.1	1	1.3	0.6	0.0	-0.4	1	-2
Cc1cccc(N2CCN(C(=O)c3ccccc3NC(=O)C3CC=CCC3C(=O)O)CC2)c1 (stereo unspecified)	0.0	0.4	-5	-1.0	2	0.5	0.6	4.4*	-1.0	2	-1
CCOc1ccc(NC(c2ccccn2)c2oc(CO)cc(=O)c2O)cc1 (stereo unspecified)	3.1	14*	-5	4.8	-3	4.4	0.3	1.7	1.4*	0	5
O=C(CCC(=O)N1CCOc2ccc(Cl)cc21)NCCCN1CCN(Cc2ccccc2)CC1	-1.0	0.4	-11	-0.1	-3	1.2	0.2	1.2	-1.3	-10	-2
O=C(CNS(=O)(=O)c1ccc2ccccc2c1)OCC(=O)c1ccc(Br)s1	-0.2	1.6	-4	0.1	-23	0.9	-0.6	1.0	-1.0	9	-1
CCCCOCCCNC(=S)Nc1ccc(S(=O)(=O)N2CCOCC2)cc1	-1.7	-4.2	3	-0.6	-4	0.5	-0.9	-1.8	-1.7	-2	-2
Cc1ccc(C(=O)NC(C)(COc2nonc2C)COc2nonc2C)cc1	-0.3	-1.8	-6	2.8	-7	-0.4	0.4	-0.7	-0.9	-8	5
O=C(NC1CCCC1)c1ccc(CS(=O)(=O)c2cccc(C(F)(F)F)c2)o1	-0.5	-0.8	-2	-2.8	1	-0.4	-0.8	0.2	-1.7	-8	1
COc1cc(OC)c(NC(=O)NNC(=O)C(=O)NC2CC2)cc1Cl	1.4	-0.7	7	/	0	-1.3	-0.3	/	-0.1	1	-2
CCN(C(=O)c1ccc(S(=O)(=O)N2CCC(C)CC2)cc1)C1CCS(=O)(=O)C1 (stereo unspecified)	0.3	0.0	1	-1.7	7	-0.7	0.0	0.1	-0.7	4	-2
COc1cccc(Cn2cnc3c(N)c(C)c(C)cc32)c1	-0.8	-1.2	-4	1.1	5	-3.1	0.0	-1.4	-1.3	-2	-5
CCn1c(=O)cc(SCC(=O)Nc2cccc(C)n2)c2ccccc21	-0.5	2.5	-4	1.4	-7	0.0	-0.3	-0.1	-1.5	-2	2
COC(=O)C(C)Sc1ncnc2c1nnn2-c1ccc(F)cc1 (stereo unspecified)	0.2	-0.8	-1	-0.6	8	-1.0	-0.3	0.8	-0.8	17	0
COc1ccccc1NS(=O)(=O)c1ccc(NC(=O)c2ccccn2)cc1	-2.9	0.3	-8	2.7	-12	0.2	-0.2	-1.1	-1.3	-5	-2
CC(=O)Nc1cccc(-c2cnc(NC(C)=O)cn2)c1	0.2	5.4	-9	-0.1	-2	2.4	-0.4	/	-0.7	-3	4
CCc1cc(C(=O)O)c(NC(=O)/C=C/c2ccc(OC)c(OC)c2)s1	0.5	-2.5	-3	1.8	1	-1.1	1.4	-0.5	-1.6	-5	-1
COc1ccc(N2CCOCC2)c(NC(=O)c2ccc(Br)o2)c1	-4.9	-0.7	-8	1.9	1	-2.4	0.6	-1.3	-1.0	-7	-1
CCOc1ccc(CCNC(=O)C2CC(=O)N(CCc3ccc(OC)c(OC)c3)C2)cc1OCC (stereo unspecified)	-0.3	0.8	-1	3.2	-5	-1.0	0.8	1.7	-1.2	2	-2
Cc1ccc(S(=O)(=O)NCC(=O)NNC(=O)c2ccc(Br)cc2)cc1C	1.0	0.5	6	2.1	-24	-0.2	-0.4	0.2	-0.6	-1	2
O=S(=O)(NCc1ccc(F)cc1)c1ccc(Br)cc1Br	-0.3	-1.4	-5	1.9	-14	-1.1	0.8	1.1	-1.4	-1	1
CC1C(=O)N(Cc2cn(CCC3OCCO3)nn2)CCS(=O)(=O)N1Cc1ccc(-c2ccc(Cl)c(Cl)c2)cc1 (stereo unspecified)	-1.4	-1.3	-10	0.6	-43	-3.7	-0.4	-1.8	-1.4	15	-5

One compound at a time, as listed above. Order of values: DAX1 inh-1, hgDAF-12 ag, GC-B act, FXN GAA850 act, HGIII-sPLA2 inh, hcDAF-12 act, KLK7 zymogen act, DAX1 inh-2, ssDAF12 agonist, GC-A act, SMARCA2 activ
O=S(=O)(NCc1ccc(F)cc1)c1ccc(Br)cc1Br across the screens: -0.3, -1.4, -5, 1.9, -14, -1.1, 0.8, 1.1, -1.4, -1, 1
CCOc1ccc(NC(c2ccccn2)c2oc(CO)cc(=O)c2O)cc1 (stereo unspecified) across the screens: 3.1, 14*, -5, 4.8, -3, 4.4, 0.3, 1.7, 1.4*, 0, 5
CC1Cc2nc(SCC(=O)NC3CCCCC3)n(C)c(=O)c2S1 (stereo unspecified) across the screens: 0.6, 0.5, -4, 0.8, -1, 0.1, 0.5, 0.5, -0.6, -4, 0

Next part
mol | DAX1 inh-1 | hgDAF-12 ag | GC-B act | FXN GAA850 act | HGIII-sPLA2 inh | hcDAF-12 act | KLK7 zymogen act | DAX1 inh-2 | ssDAF12 agonist | GC-A act | SMARCA2 activ
Cc1nc2ccc(S(=O)(=O)N(C)CC(=O)Nc3ccccc3F)cc2s1 | -0.3 | 2.7 | -3 | 1.6 | -2 | 0.2 | -0.4 | 0.9 | -1.5 | 2 | -2
N#Cc1cnc(Oc2ccc(Cl)cc2)nc1N | -0.2 | 2.6 | 4 | 3.0 | 3 | 3.1 | 0.5 | 1.1 | -1.0 | 0 | 1
COc1ccc(NC(=O)c2oc3ccccc3c2C)c(OC)c1 | -0.1 | 2.5 | -3 | 1.6 | 0 | 2.3 | -0.6 | 0.2 | -0.2 | -9 | 2
OCC(Cc1ccc2c(c1)OCO2)C(CO)Cc1ccc2c(c1)OCO2 (stereo unspecified) | -1.1 | -1.8 | 2 | -1.9 | -3 | -0.5 | 0.4 | -0.1 | -0.8 | -2 | 0
C/C(=N\NC(=O)Cc1c(Cl)cccc1Cl)c1cccnc1 | -0.3 | -1.8 | 3 | -0.1 | 3 | 1.9 | 0.2 | 0.9 | -0.6 | 3 | 0
c1ccc2nc3c(ccc4ccccc43)cc2c1 | 4.5* | 21* | -4 | 7.7* | 0 | 12* | -4.5 | 1.8 | 0.9* | -7 | 15*
CCOc1ccccc1NC(=O)CSc1nnc(Cc2cccn2C)n1-c1ccc(F)cc1 | -0.5 | 0.3 | -1 | -1.0 | -25 | -2.5 | 0.2 | -1.4 | -1.4 | -3 | 0
O=C(Cn1cccc1C(=O)c1ccccc1)NCc1cccs1 | 0.0 | 1.3 | 7 | 3.0 | 1 | 1.0 | 0.6 | -1.3 | -1.1 | -2 | -3
S=C(NCc1cccnc1)c1ccccc1 | -0.4 | 1.3 | 13 | 0.8 | -1 | 0.6 | -0.5 | 0.1 | -1.0 | 1 | -1
CC1CN(S(=O)(=O)c2cccc(C(=O)NCc3ccccn3)c2)CC(C)O1 (stereo unspecified) | 0.3 | -0.8 | 2 | 0.4 | 6 | -0.1 | 0.4 | 0.5 | -1.8 | 1 | 0
CCOC(=O)c1nnn(-c2nonc2N)c1CN(CC)c1ccccc1 | -0.1 | -1.7 | -10 | 1.4 | -9 | -1.8 | 0.0 | 1.4 | -1.4 | -3 | -3
CCOC(=O)C1(CC)NC(c2ccco2)C2C(=O)N(CC)C(=O)C21 (stereo unspecified) | -0.6 | 1.6 | 3 | 1.1 | 0 | -1.2 | -0.9 | 1.8 | -0.9 | 1 | -3
CN(C)CCCN1C(=O)C(=O)/C(=C(/O)c2ccncc2)C1c1cccc(Br)c1 (stereo unspecified) | -0.1 | -1.1 | 1 | -1.1 | 0 | -0.8 | 0.1 | 2.7 | -1.1 | 9 | 0
COc1ccc(CC(=O)OCC(=O)Nc2ccc3[nH]c(=O)[nH]c3c2)cc1 | 2.3 | -2.4 | 4 | 0.4 | 5 | -0.4 | -0.1 | 0.6 | -0.7 | 0 | 0
CCc1ccccc1NC(=O)c1ccc2nc(N3CCOCC3)sc2c1 | -0.2 | -0.2 | -4 | 0.4 | -1 | -1.5 | -0.2 | 0.6 | -1.4 | 1 | -5
Brc1cccc(CN2CCCCCC2)c1 | 0.0 | -1.0 | -9 | -0.7 | 1 | -1.7 | 0.2 | 0.5 | -0.9 | -4 | 3
C=CCN1CC(c2nc3ccccc3n2Cc2ccccc2)CC1=O (stereo unspecified) | -0.8 | -2.3 | 3 | -3.7 | -2 | 1.1 | 0.4 | -0.9 | -1.3 | -1 | -2

Compounds as they come; 6.7% or so of the library scored in one or more.
